Screening data from PubChem.
KCNQ1 pot: potentiators or activators of KCNQ1 channel, primary screen, cell-based, thallium flux, high-throughput. Potassium voltage-gated channel subfamily KQT member 1 (Homo sapiens), P51787. CHO-K1 KCNQ1, thallium flux FluxOR fluorescence; active compounds read high. B-score at 10 µM. hit rate 0.35% among 310,000. AID 2648, 2010;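 active means fluorescence ratio B-score, a plate-corrected score, at least three library SD, with initial intensity B-score within 5 SD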
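Material: CHO-K1 cells stably expressing KCNQ1. Medium: assay buffer for compound exposure, DMSO matched across wells. Reagent: K+/Tl+ depolarizing stimulus. Compound dosing: single-concentration screen. Times: 37 °C overnight plating, 90-min dark dye load, 20-min compound pretreatment. Technique: FluxOR Tl+ flux fluorescence.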
PolyA inh: polyadenylation inhibitors in yeast reporter cells, primary screen, luminescence, S. cerevisiae; AID 1875, 2009; S. cerevisiae SKY197-pL101 polyadenylation reporter, beta-gal luminescence; efflux-impaired pdr1/pdr3 knockout yeast; score 100 = 6 SD above DMSO; calls only at 12 µM; hit rate 0.02% among 300,000;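 active means lowest replicate activity score at least 50, where 100 means six control SD above control mean; inconclusive means lowest score under 50 but half or more replicates reach 50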;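 further: yeast exposed to compound for 9 h at 30 °C; higher score means more reporter readthrough which indicates perturbed polyadenylation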
hERG rescue: hERG rescue from dofetilide block, primary screen, cell-based, CHO-hERG, FluxOR thallium flux, dofetilide IC70. Voltage-gated inwardly rectifying potassium channel KCNH2 (Homo sapiens), Q12809. dofetilide IC70 present. activation (rescue from dofetilide block), less the hit threshold, % at 10 µM. hit rate 0.51% among 310,000. AID 1511, 2009;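 active means activation above the mean of controls blocked by dofetilide plus 5 SD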;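 further: thallium influx through hERG after potassium depolarization seen as dye fluorescence rise; in these data hits start at about 4.7%; inactives centre near -7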
Target sequence (Q12809 whole entry, looked up): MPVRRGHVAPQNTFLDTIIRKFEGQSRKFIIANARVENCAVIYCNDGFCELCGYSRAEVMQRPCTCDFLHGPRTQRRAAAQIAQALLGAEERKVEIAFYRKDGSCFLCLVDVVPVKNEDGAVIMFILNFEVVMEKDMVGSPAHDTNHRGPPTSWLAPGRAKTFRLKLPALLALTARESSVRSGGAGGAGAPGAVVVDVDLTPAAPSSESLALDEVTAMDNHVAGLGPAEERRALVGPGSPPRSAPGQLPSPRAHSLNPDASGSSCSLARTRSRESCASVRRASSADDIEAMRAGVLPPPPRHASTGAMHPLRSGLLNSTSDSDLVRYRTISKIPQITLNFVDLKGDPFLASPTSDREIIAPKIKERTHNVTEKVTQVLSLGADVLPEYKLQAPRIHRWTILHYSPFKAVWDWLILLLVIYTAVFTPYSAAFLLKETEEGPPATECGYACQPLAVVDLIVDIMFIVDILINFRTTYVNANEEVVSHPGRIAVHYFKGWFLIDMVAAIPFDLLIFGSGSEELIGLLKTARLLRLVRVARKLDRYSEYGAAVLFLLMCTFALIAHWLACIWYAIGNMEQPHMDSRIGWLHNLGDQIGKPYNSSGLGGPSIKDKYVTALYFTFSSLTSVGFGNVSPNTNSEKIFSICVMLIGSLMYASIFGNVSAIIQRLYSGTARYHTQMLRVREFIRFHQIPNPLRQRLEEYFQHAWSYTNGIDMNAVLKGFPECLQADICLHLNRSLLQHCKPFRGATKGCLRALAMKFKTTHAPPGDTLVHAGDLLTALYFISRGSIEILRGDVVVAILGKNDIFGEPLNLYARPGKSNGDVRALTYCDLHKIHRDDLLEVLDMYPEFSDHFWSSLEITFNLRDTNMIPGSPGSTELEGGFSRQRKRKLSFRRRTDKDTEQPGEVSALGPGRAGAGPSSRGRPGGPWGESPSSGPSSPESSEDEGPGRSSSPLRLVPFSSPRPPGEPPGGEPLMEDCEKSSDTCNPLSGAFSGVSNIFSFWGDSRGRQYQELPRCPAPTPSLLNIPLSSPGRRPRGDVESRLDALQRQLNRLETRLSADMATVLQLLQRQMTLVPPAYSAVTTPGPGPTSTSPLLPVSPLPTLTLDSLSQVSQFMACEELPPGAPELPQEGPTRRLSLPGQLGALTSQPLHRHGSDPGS
GSK3beta inhib: human GSK3beta kinase inhibitors, primary screen, biochemical, cell-free homogeneous, HTS; Glycogen synthase kinase-3 beta (Homo sapiens), P49841; GST-GSK3beta kinase, ADP-Glo luminescence, 60 min; active compounds read low; activity score (negative = inhibition), % at 10 µM; hit rate 0.038% among 300,000; AID 2097, 2009;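 active means more than half of replicate wells score below -50%, meaning over 50% inhibition versus plate controls; inconclusive means some replicates but at most half score below -50%; inactive means no replicate scores below -50%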;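 further: 0% = median DMSO wells and -100% = median GW8510 positive control wells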
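Assay system: GST-tagged human GSK3beta kinase, cell-free; Input: 1.6 ng GSK3beta; Medium: Tris/MgCl2 kinase buffer; Timing: 60 min enzyme reaction, room temperature; Signal: ADP-Glo luminescence quantifying ADP generated by kinase; Evaluation: score relative to plate controls; Benchmarks: DMSO neutral wells and GW8510 at 20 µM as positive.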
Dyrk1A ADPGlo: rat Dyrk1A kinase inhibitors, primary screen, biochemical, single point, plate reader; ADP-Glo luminescence, NFATc1 peptide; AID 504441, 2011; Dual specificity tyrosine-phosphorylation-regulated kinase 1A (Rattus norvegicus), Q63470; hit rate 0.43% among 310,000; inhibition, % at 12.5 µM; in the data active means inhibition above about 50%;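 further: plate controls were vehicle with enzyme for no effect and no enzyme for full effect; many of its hits are not listed in these tables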
KCNK9 inh: KCNK9 potassium channel inhibitors, primary screen, HEK293 cells, thallium flux. hit rate 1.2% among 310,000. Potassium channel subfamily K member 9 (Homo sapiens), Q9NPC2. FluxOR thallium flux fluorescence; active compounds read low. B-score at 10 µM;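 active means ratio B-score over 3 SD below the library mean, with starting fluorescence within 5 SD of its mean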;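 further: negative B-score means less thallium flux so channel inhibition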
HDAC3 inh: HDAC3 deacetylase inhibitors, primary screen, biochemical, fluorescence, cell-free homogeneous. Histone deacetylase 3 (Homo sapiens), O15379. recombinant HDAC3, fluorogenic peptide/trypsin coupled. inhibition, % at 8.3 µM. hit rate 0.15% among 320,000. AID 2718, 2010; in the data active means inhibition above about 26%, passing the limit was not always enough; inconclusive means no clear call, values can overlap the other calls
KCNQ1 inh: inhibitors of human KCNQ1 channel, primary screen, cell-based, thallium flux, high-throughput | Potassium voltage-gated channel subfamily KQT member 1 (Homo sapiens), P51787 | CHO-K1 KCNQ1, FluxOR thallium flux fluorescence; active compounds read high | B-score at 10 µM | hit rate 1.3% among 310,000 | AID 2642, 2010;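 active means compounds whose thallium flux B-score, printed positive for inhibition, exceeds three library SD while starting fluorescence stays within three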;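 further: channel opened by potassium depolarization with thallium stimulus after 20 min compound exposure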
KCNK3 inh: human KCNK3 channel inhibitors, primary screen, CHO cells, FluxOR thallium flux, B-score. FluxOR fluorescence; active compounds read low. hit rate 0.84% among 340,000. B-score at 10 µM. Potassium channel subfamily K member 3 (Homo sapiens), O14649;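 active means B-score under library mean minus 4 SD, starting fluorescence ratio at most library mean plus 5 SD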;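 further: more negative B-score means stronger inhibition of thallium flux through KCNK3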
GSK3 alpha inh: blockers of GSK3A enzyme activity – biochemical, luminescence, cell-free homogeneous, HTS, primary screen. Glycogen synthase kinase-3 alpha (Homo sapiens), P49840. GSK-3 alpha kinase, ADP-Glo luminescence, 60 min. inhibition, % at 10 µM. hit rate 0.1% among 320,000;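 in the data active means inhibition above about 50%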;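 further: GST-tagged GSK-3 alpha with peptide substrate and 25 µM ATP; 0% = DMSO neutral wells and 100% = GW8510 positive control wells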
RGS4 act: RGS4 potentiators or activators, primary screen, cell-based, HEK293 M3R inducible RGS4, calcium flux | carbachol calcium flux Fluo4; active compounds read low | B-score at 10 µM | hit rate 0.92% among 310,000;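 active means B-score of the integrated calcium signal more than 4 SD below the library mean, with starting fluorescence not abnormally high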;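 further: negative B-score means reduced calcium response which marks RGS4 activation or potentiation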
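test system = M3R-expressing HEK293 line, RGS4 induced by doxycycline | probe or stimulus = carbachol at ECmax as muscarinic agonist stimulus | timing = dye loading 30 min 37 °C, buffer rest 30 min RT | signal = calcium dye Fluo4 fluorescence | evaluation = B score from integrated fluorescence ratio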
* = called active by the depositor; i = inactive; ? = inconclusive; nt = no result given. This is a subset; the hit share may differ from the screen's.

SMILES | KCNQ1 pot | PolyA inh | hERG rescue | GSK3beta inhib | Dyrk1A ADPGlo | KCNK9 inh | HDAC3 inh | KCNQ1 inh | KCNK3 inh | GSK3 alpha inh | RGS4 act
Cc1c(S(=O)(=O)Nc2ccc(Oc3ccccc3)cc2)c(=O)n(C)c(=O)n1C | i | i | -8 | 2 | 4 | i | 4 | i | i | 0 | i
CC(=O)Nc1ccc(C(=O)OCc2ccc(Cl)c(Cl)c2)cc1 | i | i | -8 | -3 | -2 | i | 6 | i | i | 0 | i
Cc1cccc(CN2CCN(CC(=O)NCc3ccc(F)cc3)C2=O)c1 | i | i | -11 | -2 | -4 | i | 6 | i | i | -2 | i
COc1ccccc1NC(=O)CN1C(=O)NC(C)(C)C1=O | i | i | -9 | 2 | 3 | i | 2 | i | i | -1 | i
O=C(OCc1cc([N+](=O)[O-])cc2c1OCOC2)c1ccc2ccccc2n1 | i | i | -6 | 1 | nt | i | -2 | i | i | 1 | i
CN(CCc1ccccn1)C(=O)Nc1ccc(F)cc1 | i | i | -5 | -8 | -2 | i | 2 | i | i | -5 | i
COc1ccc(CCN2CC(O)=C(c3nc(C)cs3)C2=N)cc1OC | i | i | -19 | 3 | 1 | i | 3 | i | i | -2 | i
Cn1c(CCN2CCCCC2)nc2cc(NC(=O)COc3ccc([N+](=O)[O-])cc3)ccc21 | i | i | -10 | 0 | -5 | i | 8 | i | i | 2 | i
COc1ccc(N(C(=O)CS(=O)CC(=O)Nc2ccc(F)cc2)C(C(=O)NC2CCCCC2)c2cccs2)cc1 (centres undefined) | i | i | -6 | 1 | 0 | i | 1 | i | i | -1 | i
COC(=O)c1ccc(CSc2ncnc3c2nnn3-c2ccc(OC)cc2)o1 | i | i | -4 | 0 | -11 | i | 0 | i | i | -7 | i
CCOC(=O)C1=C(NC(=S)NC(=O)c2ccccc2)c2ccccc2CC1(C)C | i | i | -12 | -3 | 2 | i | -3 | i | i | 0 | -9.1*
CC12CCC(C(=O)N(CCC#N)CCC#N)(CC1=O)C2(C)C (centres undefined) | i | i | -9 | -25 | -1 | i | 6 | i | i | 2 | i
COc1ccc(-c2noc(-c3cc4ccccc4oc3=O)n2)cc1 | i | i | -7 | 3 | nt | i | -4 | i | nt | -1 | i
CCCCN(C(=O)c1ccc(-c2ccc([N+](=O)[O-])cc2)o1)c1c(N)n(CCCC)c(=O)[nH]c1=O | i | i | -5 | nt | nt | i | -11 | i | i | -2 | i
Cc1cccc(N(CC(=O)NC2CCCCC2)C(=O)CCCC(=O)Nc2ccccn2)c1 | i | i | -7 | 3 | -1 | i | -3 | i | i | 0 | i
COc1ccc(NC(=O)COC(=O)C2CCC2)cc1Cl | i | i | -7 | 3 | -5 | i | 9 | i | i | -24 | i
CCc1ccc(CCC(=O)Nc2ccc(OC)cc2)o1 | i | i | -5 | 2 | 14 | i | -3 | i | i | -4 | i
Cn1c(Cc2ccccc2)nnc1SCC(=O)c1cccs1 | i | i | -4 | 3 | -4 | i | 1 | i | i | -2 | i
c1ccc(CCNCCCOc2cccc3ccccc23)cc1 | i | i | -17 | -1 | nt | i | 1 | i | i | 4 | i
O=C(CCn1c(=S)oc2ccccc21)NCCC1=CCCCC1 | i | i | -8 | 1 | 1 | i | 1 | i | i | -1 | i
CCOC(=O)c1cnc(SC)nc1NCCOC | i | i | -18 | 3 | 5 | i | 1 | i | i | 1 | i
CCCn1cc(S(=O)(=O)CC(=O)NC2CCCCC2)c2ccccc21 | i | i | -10 | 4 | 14 | i | -8 | i | i | 1 | i
Cc1cc(C)n2nc(C(=O)OCCOc3ccc(F)cc3)nc2n1 | i | i | -3 | -4 | 0 | i | -7 | i | i | 0 | i
COc1ccc(CC(=O)OCC(=O)N2CCCc3ccccc32)cc1OC | i | i | -10 | 2 | 1 | i | 6 | i | i | 2 | i
COc1ccc(C2=CSC3=NCCN23)cc1Br | i | i | -9 | -11 | nt | i | 2 | i | i | 0 | i
NC(=O)c1ccc(OCC2CCCO2)cc1 (centres undefined) | i | i | -4 | 0 | -3 | i | -1 | i | i | 1 | i
COc1ccc(Nc2nc(N)c([N+](=O)[O-])c(NC3CCCCC3)n2)cc1 | i | i | -3 | 0 | 20 | i | 2 | i | i | 9 | -9.4*
COc1ccc(S(=O)(=O)N2CCOC23CCN(S(=O)(=O)c2ccc(Cl)cc2)CC3)cc1 | i | i | -14 | 2 | 4 | i | -5 | i | i | 0 | i
COC(=O)c1ccc(NC(=O)CSc2nnc(COc3ccc4c(c3)CCCC4)o2)cc1 | i | i | -1 | 2 | 3 | i | -1 | i | i | 1 | i
CCCC1C2C(=O)N(c3ccccc3)C(=O)C2ON1c1ccccc1 (centres undefined) | i | i | -4 | 1 | 0 | i | 1 | i | i | 0 | i

| SMILES | KCNQ1 pot | PolyA inh | hERG rescue | GSK3beta inhib | Dyrk1A ADPGlo | KCNK9 inh | HDAC3 inh | KCNQ1 inh | KCNK3 inh | GSK3 alpha inh | RGS4 act |
| --- | --- | --- | --- | --- | --- | --- | --- | --- | --- | --- | --- |
| O=C(CSc1nnc(-c2ccc(OC(F)F)cc2)o1)NCc1cccs1 | i | i | -3 | 5 | 2 | i | -5 | i | i | 5 | i |
| COc1ccc(-n2nc(C(=O)NCC(=O)NCc3ccco3)c3ccccc3c2=O)cc1Cl | i | i | -10 | 0 | 9 | i | 0 | i | i | -1 | i |
| CCOc1cc(OCC)nc(S(C)(=O)=O)n1 | i | i | -1 | 0 | 1 | i | -3 | i | i | -1 | i |
| CCOc1cc(C(=O)Nc2ncccn2)cc(OCC)c1OCC | i | i | -9 | 3 | -2 | i | 3 | i | i | -1 | i |
| CC1CN(Cc2nc3c(c(=O)n(C)c(=O)n3C)n2Cc2cccc(Cl)c2)CC(C)O1 (centres undefined) | i | i | -10 | 2 | 5 | i | -3 | i | i | -2 | i |
| Cc1ccc(-c2nnn3c2nc(Cl)c2ccccc23)cc1 | i | i | -8 | -10 | -6 | i | nt | i | i | nt | i |
| Cc1ccc(NC2SC(=O)N(Cc3cccc(C(=O)O)c3)C2=O)cc1 (centres undefined) | i | i | -4 | 8 | -1 | i | -3 | i | i | -3 | i |
| CN(CC(=O)NNC(=O)CNC(=O)c1ccccc1Cl)S(=O)(=O)c1ccc(Cl)cc1 | i | i | -14 | 0 | -1 | i | 4 | i | i | -3 | i |
| Cc1ccc(NC(=S)N2CCCC(CO)C2)c(C)c1 (centres undefined) | i | i | -8 | -1 | -4 | i | -5 | i | i | 2 | i |
| O=C(Oc1cccc(N2C(=O)C3C4c5ccccc5C(c5ccccc54)C3C2=O)c1)c1ccco1 (centres undefined) | i | i | -12 | -2 | -8 | i | ? | i | i | 1 | i |
| COc1ccc(OCCOCCOc2ccc(C)cc2[N+](=O)[O-])cc1 | i | i | -6 | 1 | 2 | i | -6 | i | i | -3 | i |
| Cc1cc(NC(=O)c2c([N+](=O)[O-])cnn2C)no1 | i | i | -7 | 2 | -3 | i | -4 | i | i | -1 | i |
| CCCNc1c(NS(=O)(=O)c2ccc(C)c(C)c2)c(=O)oc2ccccc12 | i | i | -3 | 3 | -5 | i | nt | i | i | nt | i |
| O=C1CC(NC(=O)C(F)(F)F)=NN1c1ccccc1 | i | i | -5 | 1 | -5 | i | -2 | i | i | -1 | i |
| CCOC(=O)Nc1ccc2c(CN3C(=O)NC(CC)(CC)C3=O)cc(=O)oc2c1 | i | i | -2 | 0 | nt | i | -113 | i | nt | -1 | i |
| Cc1ccc(-c2nnc(SCC(=O)n3c4c(c5ccccc53)CCCC4)o2)cc1 | i | i | -3 | 1 | nt | i | 6 | i | nt | -2 | i |
| CCc1ccc(NC(=O)CSc2nc3[nH]ncc3c(=O)[nH]2)cc1 | i | i | -12 | -3 | -5 | i | 3 | i | i | 1 | i |
| CS(=O)(=O)N(CC(=O)Nc1ccccc1C(=O)N1CCOCC1)c1ccc(F)c(Cl)c1 | i | i | -8 | -3 | -5 | i | 2 | i | i | 3 | i |
| O=C(Nc1ccccn1)C12CC3CC(CC(C3)C1)C2 | i | i | -10 | 1 | 1 | i | 1 | i | i | -2 | i |
| Cc1ccc(S(=O)(=O)C(NC(=O)c2ccccc2)=C(Cl)Cl)cc1 | i | i | -8 | -4 | 3 | i | -4 | i | i | -3 | i |

Reprinted from above (4 entries):
| SMILES | KCNQ1 pot | PolyA inh | hERG rescue | GSK3beta inhib | Dyrk1A ADPGlo | KCNK9 inh | HDAC3 inh | KCNQ1 inh | KCNK3 inh | GSK3 alpha inh | RGS4 act |
| --- | --- | --- | --- | --- | --- | --- | --- | --- | --- | --- | --- |
| CCc1ccc(NC(=O)CSc2nc3[nH]ncc3c(=O)[nH]2)cc1 | i | i | -12 | -3 | -5 | i | 3 | i | i | 1 | i |
| CS(=O)(=O)N(CC(=O)Nc1ccccc1C(=O)N1CCOCC1)c1ccc(F)c(Cl)c1 | i | i | -8 | -3 | -5 | i | 2 | i | i | 3 | i |
| O=C(Nc1ccccn1)C12CC3CC(CC(C3)C1)C2 | i | i | -10 | 1 | 1 | i | 1 | i | i | -2 | i |
| Cc1ccc(S(=O)(=O)C(NC(=O)c2ccccc2)=C(Cl)Cl)cc1 | i | i | -8 | -4 | 3 | i | -4 | i | i | -3 | i |
